Assay outcomes as filed in PubChem BioAssay.
WT yeast gro inh – growth inhibition of WT yeast, mitochondrial fusion screen; AID 1362; 190,000 compounds, 2.1% hits; inhibition, % at 10 µM; mitochondrial fusion phenotypic screen, WT strain; in the data active means inhibition above about 58%; tested in S. cerevisiae
b-catenin transl – alters nuclear translocation of beta-catenin in HeLa cells; immunofluorescence imaging; nuclear translocation activity, % at 5 µM; 190,000 compounds, 0.3% hits;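 active means nuclear translocation activity above 50% at 5 µM, with a well cell count of 50 or more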;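 further: per-cell ratio of nuclear to cytoplasmic median beta-catenin stain intensity; plate controls were DMSO negative control for no effect and GSK-3 inhibitor IX positive control for full effect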
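Test system: human HeLa cells, endogenous beta-catenin. Times: 24 h compound exposure, 37°C. Measured by: beta-catenin immunofluorescence imaging with DAPI.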
Autophagy HCS – autophagy modulation, high-content screen | MEF GFP-LC3 puncta imaging; test concentration mostly 10 µM | calls only at 10 µM (by protocol) | 190,000 compounds, 0.98% hits;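 active means percentage of spot-positive cells more than 3 SD above its plate mean, without a fluorescence outlier flag or 80% toxicity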;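 further: spot-positive cell cutoff set from DMSO-treated cells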
Dynein cargo inh – dynein cargo transport inhibition. z-score, hits read low. 220,000 compounds, 0.47% hits. 3617.4 mouse cells, GR-EGFP nuclear translocation imaging; test concentration mostly 20 µM; stimulated with dexamethasone, 1 µM; active compounds read low;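 active means plate z-score of nuclear minus cytoplasmic receptor signal below a set negative limit, without overly bright fluorescence or cell loss, cut at about -3.5 in these data, passing the limit was not always enough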;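 further: z-score of nuclear minus cytoplasmic ring GR-EGFP intensity difference per well; some compounds called inactive have numbers as strong as hits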
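Also added – dexamethasone, 1.0 µM final · Buffer or medium – tet-free, stripped-serum medium · Schedule – induction 48 h, compound 1 h, agonist 30 min · Detection – formaldehyde fixation, Hoechst nuclear stain, 10x automated fluorescence imaging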
Yfh1-depleted yeast – enhancers of respiration in Yfh1-depleted yeast, dose response, Friedreich's ataxia, plus single-dose screen (AID 1465); S. cerevisiae Yfh1-off respiration, WST-1 reduction, 72 h; higher fold induction means a stronger effect; fold induction at 50 µM, or EC50 in µM where a hit was titrated; 220,000 compounds, 0.074% hits;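 active means fold induction of absorbance versus untreated yeast above a set limit, then at least 30% activation at any dose in follow-up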;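 further: activators that raise dye reduction in frataxin-depleted yeast; strong numbers were not always called active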
P. falciparum M17LAP – P. falciparum M17LAP inhibitors, primary screen, biochemical, fluorogenic H-Leu-NHMec substrate, 1536-well (AID 1619); recombinant M17LAP, H-Leu-NHMec fluorogenic kinetic assay; higher % means a stronger effect; inhibition, % at 30 µM, or IC50 in µM where a hit was titrated; 220,000 compounds, 0.38% hits;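 active means compound inhibiting the enzyme by more than half at any dose during confirmatory dose-response retesting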;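 further: plate controls were full reaction with DMSO carrier for no effect and no enzyme background for full effect; strong numbers were not always called active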
MT stabilizer – stabilizes microtubules in HeLa cells; HeLa tubulin immunostaining HCS, 24 h; share of cells brighter than vehicle mean+2SD; % tubulin-high responders, % at 10 µM; 200,000 compounds, 0.83% hits;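 active means plate Z-score above 3 for both tubulin-high and condensed-nucleus cell shares, with cell loss under 80%, at 10 µM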;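 further: anti alpha tubulin signal scored within the nucleus-defined area of each cell; some results filed as inactive read as strong as hits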
T cell HTS – T cell immune modulation candidate; 2C CD8+ T cell-vesicle binding, flow cytometry; active compounds read low; AID 2052; 330,000 compounds, 0.068% hits; calls only at 7 µM;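 active means response, share of CD8 T cells binding vesicles, and their 90th percentile fluorescence all below set limits, cut at about 80% in these data, passing the limit was not always enough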
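Material: 2C TCR transgenic mouse naive CD8+ T cells, MACS-purified. Also added: QL9-charged Drosophila Ld/ICAM-1/B7-1 vesicles. Timing: binding 1.5 h at 37 °C. Measured by: high-throughput flow cytometry with anti-B7-1 and anti-CD8 staining. Read-out: percent CD8+ FL2 mean versus row control. Controls: Unloaded micro-vesicles (low), QL9 vesicles with 0.7% DMSO (high).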
M1AAP inhibition – malaria alanyl aminopeptidase activity blockers – biochemical, fluorogenic H-Leu-NHMec substrate, 1536-well (AID 1445); 220,000 compounds, 0.42% hits; recombinant M1AAP, H-Leu-NHMec fluorogenic kinetic assay; higher % means a stronger effect; inhibition, % at 30 µM, or IC50 in µM where a hit was titrated;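 active means primary inhibition above the hit cutoff, then over 50% inhibition at one or more dose response concentrations, cut at about 23% in these data, passing the limit was not always enough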;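 further: plate controls were DMSO full reaction for no effect and no enzyme background for full effect; strong numbers were not always called active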
WT yeast gro inh mutant strain – also measured in WT yeast gro inh; calls as there; inhibition, %; mitochondrial fusion phenotypic screen, mutant strain inhibition
Dynein cargo inh cytoplasmic EGFP – further read-out of Dynein cargo inh, marked with its call; z-score; measured here: cytoplasmic GR-EGFP intensity; active compounds read high
Dynein cargo inh nuclear GR-EGFP – further read-out of Dynein cargo inh, marked with its call; z-score; measured here: nuclear GR-EGFP intensity;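 lower value marks the stronger effect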
Dynein cargo inh cell count – further read-out of Dynein cargo inh, marked with its call; z-score; measured here: cell count per field
b-catenin transl cell count 5 µM – also measured in b-catenin transl; calls as there; cell count; measured here: cell count, cytotoxicity flag
T cell HTS vesicle-bound % – also measured in T cell HTS; calls as there; double positive events, %; measured here: CD8+ vesicle-bound cell fraction;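 binding gate set so that unloaded-vesicle control wells show 10% double positive cells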
MT stabilizer Hoechst-high % – recorded beside MT stabilizer, whose call it bears; % Hoechst-high responders; measured here: nuclear condensation Hoechst responders;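 share of cells brighter than vehicle mean plus two SD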
MT stabilizer cytotoxicity % – second read-out of MT stabilizer, no call of its own (marks repeat the call); toxicity, %; measured here: cytotoxicity by cell density;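 0% = mean cell density of plate MIN control wells and 100% = no cells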
Autophagy HCS cell loss 18 h – recorded beside Autophagy HCS, whose call it bears; toxicity, %; measured here: cell loss, nuclei count;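 cell loss after 18 h compound exposure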
Numbers without * were called inactive; i = inactive; x = no result given.

SMILES	WT yeast gro inh	WT yeast gro inh mutant strain	b-catenin transl	b-catenin transl cell count 5 µM	Autophagy HCS	Autophagy HCS cell loss 18 h	Dynein cargo inh	Dynein cargo inh cytoplasmic EGFP	Dynein cargo inh nuclear GR-EGFP	Dynein cargo inh cell count	Yfh1-depleted yeast	P. falciparum M17LAP	MT stabilizer	MT stabilizer Hoechst-high %	MT stabilizer cytotoxicity %	T cell HTS	T cell HTS vesicle-bound %	M1AAP inhibition
CCc1ccccc1NS(=O)(=O)c1ccc2[nH]cc(C(=O)NCc3ccco3)c(=O)c2c1	-2.0	-8.5	x	x	i	-9.1	-0.954	-0.407	-0.384	-0.238	x	-11.9%	2.8	1.1	7.7	i	20.1	12.3%
O=C(Nc1ccc(F)cc1)C(=O)C1C(=O)Nc2ccccc21 (stereo unspecified)	x	x	-2.1	1251	x	x	-0.44	-0.229	-0.445	0.506	i	4.0%	x	x	x	i	42.7	6.7%
COc1ccc(NC(=S)Nc2cccc(C(C)=O)c2)cc1OC	2.4	-5.3	1.5	791	i	-13.5	0.869	-0.26	0.426	-0.214	i	-1.3%	3.1	1.8	5.7	i	14.2	-7.5%
COc1ccc(NC(=O)CN2C(=O)C(c3ccccc3)=NC23CCCCCC3)cc1	10.1	10.6	-1.1	1365	i	-0.4	-0.199	-0.332	-0.326	0.649	x	14.8%	2.8	1.8	1.3	i	15.4	3.2%
O=C1CSC(c2cccnc2)N1CCc1ccccn1 (stereo unspecified)	x	x	-0.3	1257	x	x	-0.123	-0.253	0.406	0.102	i	-3.9%	x	x	x	i	18.1	1.7%
COC(=O)c1cc(C(=O)OC)cc(N2C(=O)CC(NNC(=O)c3ccc(C)cc3)C2=O)c1 (stereo unspecified)	-5.4	0.5	-4.4	459	i	-5.1	0.0361	0.55	0.431	-0.901	i	2.9%	2.7	1.6	4.5	i	5.0	17.5%
CC(C)(C)C(=O)N1CCn2c1nc1ccccc12	3.9	13.4	0.5	1619	i	-12.5	2.87	-0.241	0.862	-1.26	i	28.1%	5.0	0.9	5.5	i	19.2	-4.4%
CC(C)C1=NN2C(=N)CC(=O)N=C2S1	-0.9	27.4	-1.7	1359	i	22.8	0.206	-0.196	0.419	1.61	i	8.9%	3.0	1.9	3.7	i	19.9	12.8%
CC(NC(=O)CCc1nnc(C2(c3ccc(Cl)cc3)CCC2)o1)C1CC1 (stereo unspecified)	6.6	8.3	-0.7	972	i	-14.7	-0.216	-0.2	0.227	0.0101	i	1.8%	3.5	1.2	5.7	i	61.4	1.3%
Cn1ccnc1C1CCCCN1Cc1nc(Cc2ccccc2F)no1 (stereo unspecified)	5.2	15.8	0.8	1020	i	21.1	0.353	-0.286	-0.0334	0.519	i	4.1%	3.7	1.5	6.5	i	8.3	-0.8%
Cc1cc(C)cc(Nc2nc(-c3ccc(S(=O)(=O)N4CCCC4)cc3)cs2)c1	6.8	-9.1	0.3	977	i	-4.1	2.45	-0.173	1.48	-1.96	i	-1.7%	18.7*	48.4*	36.7*	i	43.9	6.7%
O=C(Nc1cccnc1)c1cccnc1	-3.6	6.5	-0.8	1266	i	-15.0	-0.408	-0.183	0.349	0.465	i	2.5%	3.4	2.7	12.8	i	46.6	7.0%
Cc1ccc(NC(=S)N(CCCN(C)C)Cc2cc3cc4c(cc3[nH]c2=O)OCO4)cc1	-14.7	10.4	-0.7	1607	i	-0.9	0.342	-0.301	0.283	0.598	i	-23.1%	3.4	2.2	2.5	i	38.2	12.0%
Cc1cc(C)nc(SCC(=O)N/N=C/C=C/c2ccccc2)n1	10.1	9.9	-0.9	886	i	10.2	0.232	-0.253	0.258	0.278	i	19.6%	1.1	2.6	6.1	i	56.5	10.6%
COCCn1c(SCC(=O)NNC(=O)Cc2ccccc2)nc2ccccc2c1=O	-23.8	8.6	-0.4	1106	i	-2.4	-0.258	-0.207	0.209	0.703	i	-8.4%	6.5	2.2	6.5	i	40.4	6.8%
Cc1ccnn1CCC(=O)N1CCCC(CCC(=O)NCc2ccccc2F)C1 (stereo unspecified)	6.1	10.3	-1.1	1033	i	-11.4	0.372	-0.364	0.431	0.0277	i	3.7%	0.9	0.9	2.4	i	41.1	-3.5%
O=C(CC1C(=O)NCCN1Cc1ccccc1C(F)(F)F)NCCc1ccccn1 (stereo unspecified)	8.0	4.2	0.8	1001	i	19.6	-1.07	-0.229	-0.797	0.803	i	2.7%	2.7	2.2	3.9	i	56.6	4.9%
COc1ccc(C)cc1NS(=O)(=O)c1ccc2c(c1)n(C)c(=O)n2C	6.2	0.7	0.0	1596	i	-21.1	-0.251	-0.178	0.00478	0.332	i	0.8%	1.1	1.9	3.7	i	42.8	0.2%
O=Cc1ccc(-n2cncn2)cc1	-19.6	6.2	-2.0	1040	i	3.1	-0.341	-0.292	0.057	-0.563	i	1.4%	5.4	2.7	7.4	i	57.2	3.0%
O=C1C[C@H]2[C@H](CO)[C@@H](OC(=O)c3ccc(-c4ccccc4)cc3)C[C@H]2O1	x	x	-0.4	1359	x	x	0.485	-0.259	-5.96e-05	-0.293	i	-3.4%	x	x	x	i	55.1	-2.8%
CCn1c(=NC(=O)c2ccc(S(=O)(=O)N(C)C)cc2)sc2cccc(OC)c21	14.9	-5.1	-0.8	1162	i	33.1	0.71	-0.366	0.133	-0.771	i	3.6%	6.9	8.8	2.5	i	20.9	10.7%
O=[N+]([O-])c1ccc(Sc2n[nH]c(-c3ccc(Cl)cc3Cl)n2)nc1	23.1	14.3	3.2	1407	i	-2.3	-0.655	-0.24	-0.957	0.865	i	-1.1%	1.9	1.8	4.3	i	59.9	9.5%
N=C(N)CCCOc1ccccc1-c1ccccc1	8.3	17.4	-1.9	975	i	-3.6	-0.86	-0.298	-0.566	1.02	i	1.7%	1.8	4.1	2.4	i	48.4	-6.2%
COc1ccc(CCC(C)Nc2cccc(C)c2)cc1 (stereo unspecified)	46.7	-12.0	0.3	1320	i	3.1	1.67	-0.123	1.2	-0.656	i	-0.7%	2.6	1.3	1.9	i	24.6	4.6%
Fc1ccc(-c2csc(=S)[nH]2)cc1	62.0*	46.2*	0.6	939	i	-32.5	3.39	-0.262	1.68	-1.16	i	6.4%	2.3	1.2	10.0	i	6.1	1.4%
NC(=O)CC(NSc1ccccc1[N+](=O)[O-])C(=O)O (stereo unspecified)	1.0	9.8	-1.8	1190	i	-17.4	0.0873	-0.226	0.203	0.489	i	2.1%	4.1	1.4	11.3	i	44.0	3.7%
CC(C)CN(CCCNC(=O)CC1Oc2ccccc2NC1=O)CC(C)C (stereo unspecified)	6.5	13.8	-2.6	1142	i	-6.3	2.79	0.47	2.25	-1.58	i	-9.8%	6.2	2.0	7.0	i	19.7	-3.2%
CNC(=O)c1cc2cc(Cl)cc(OC)c2oc1=O	x	x	x	x	i	-1.7	-0.0623	-0.206	0.606	-0.627	i	x	1.3	1.5	5.3	i	39.8	x
Cn1c(SCC(=O)c2ccccc2)nnc1-c1cccs1	x	x	-0.1	1345	x	x	-0.917	-0.757	-0.718	0.533	i	-2.0%	x	x	x	i	36.1	-0.9%

Entries of single compounds, looked up by structure. Order of screens: WT yeast gro inh | WT yeast gro inh mutant strain | b-catenin transl | b-catenin transl cell count 5 µM | Autophagy HCS | Autophagy HCS cell loss 18 h | Dynein cargo inh | Dynein cargo inh cytoplasmic EGFP | Dynein cargo inh nuclear GR-EGFP | Dynein cargo inh cell count | Yfh1-depleted yeast | P. falciparum M17LAP | MT stabilizer | MT stabilizer Hoechst-high % | MT stabilizer cytotoxicity % | T cell HTS | T cell HTS vesicle-bound % | M1AAP inhibition
Fc1ccc(-c2csc(=S)[nH]2)cc1 is entered as 62.0* | 46.2* | 0.6 | 939 | i | -32.5 | 3.39 | -0.262 | 1.68 | -1.16 | i | 6.4% | 2.3 | 1.2 | 10.0 | i | 6.1 | 1.4%
O=Cc1ccc(-n2cncn2)cc1 is entered as -19.6 | 6.2 | -2.0 | 1040 | i | 3.1 | -0.341 | -0.292 | 0.057 | -0.563 | i | 1.4% | 5.4 | 2.7 | 7.4 | i | 57.2 | 3.0%

Single values from the entries so far:
COc1ccc(CCC(C)Nc2cccc(C)c2)cc1 (stereo unspecified) | MT stabilizer cytotoxicity %: 1.9
Cn1ccnc1C1CCCCN1Cc1nc(Cc2ccccc2F)no1 (stereo unspecified) | Dynein cargo inh nuclear GR-EGFP: -0.0334
CCn1c(=NC(=O)c2ccc(S(=O)(=O)N(C)C)cc2)sc2cccc(OC)c21 | MT stabilizer cytotoxicity %: 2.5
O=C(Nc1ccc(F)cc1)C(=O)C1C(=O)Nc2ccccc21 (stereo unspecified) | P. falciparum M17LAP: 4.0%
N=C(N)CCCOc1ccccc1-c1ccccc1 | WT yeast gro inh mutant strain: 17.4
